TAG inh – inhibitors of triacylglycerol accumulation, primary screen, cell-based, uHTS, fluorescence, H9c2 | inhibition, % at 12.5 µM | hit rate 0.66% among 230,000 | H9c2 cells, Nile Red lipid (TAG) fluorescence; cells loaded with 200 µM oleic acid | AID 651582, 2012;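 active means pattern-corrected inhibition of lipid staining of at least 50% with the nuclear-stain viability signal not falling by more than 50%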;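 further: 0% = DMSO wells and 100% = triacsin C control wells; some results filed as inactive read as strong as hits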
TAG inh DAPI viability – second read-out of TAG inh, no call of its own (marks repeat the call); DAPI nuclei signal change (viability), lower = more cytotoxic, %;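 whole-well DAPI fluorescence read on a plate reader as a viability signal; minus 50 percent equals half of cells still viable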
Starred values were filed as active, the others as inactive; i = inactive. Not all compounds are listed (hit frequency here may not be typical).

smiles,TAG inh,TAG inh DAPI viability
O=C(COc1ccc2c(c1)OCO2)NC12CC3CC(CC(C3)C1)C2,17,-5
O=C(c1ccc(COc2ccc(F)cc2)o1)n1cc(Br)cn1,9,-4
COC(=O)C1=C[C@@H](C(=O)OC)[C@@H]2C3=C(C(=O)C2(C)C)[C@H](C)n2c(=O)n(-c4ccccc4)c(=O)n2[C@@H]3C1,7,-7
O=C(OCC(O)CN1CCCCC1)C12CC3CC(CC(C3)C1)C2 (configuration not stated),23,-8
CCOC(=O)C1CCCN(c2c(NCCCN(CC)c3cccc(C)c3)c(=O)c2=O)C1 (configuration not stated),26,-19
O=C(CN1C(=O)NC2(CCCC2)C1=O)N1CCN(c2ccccc2O)CC1,1,11
NC(=O)CN1C(=O)C2CCCCN2C(=O)c2ccccc21 (configuration not stated),-1,0
CCCCNC(=S)Nc1cc(S(=O)(=O)N2CCCCC2)ccc1C,-19,3
O=C(/C=C/c1ccc(Cl)cc1)Nc1nccs1,10,-10
O=C(COC(=O)c1ccccc1C(=O)c1ccccc1)NCc1ccc(F)cc1,-1,-6
Cc1c(Nc2cc(N3CCCCCC3)c3nonc3c2[N+](=O)[O-])c(=O)n(-c2ccccc2)n1C,-6,2
O=C(c1ccc(S(=O)(=O)Nc2ccccc2)cc1)N1CCCCCCC1,2,-7
CSc1nc(N)nc(N(C)C)n1,9,-2
O=C(CC1C[C@H](C(=O)N2CCCCC2)[C@@]2(CCc3ccccc3)c3[nH]c4ccccc4c3CCN2C1=O)NCc1ccco1 (some centres not stated),5,-5
S=C1NC2=C(CCCC2=C2SCCCS2)C(c2ccccc2)N1 (configuration not stated),-8,i
N#C/C(=C\c1ccccc1)c1ccccn1,10,-23
COc1ccc(/C=N/N2CCN(c3ccncc3S(=O)(=O)N3CCCCC3)CC2)cc1,18,-6
COc1ccccc1CCn1cc(C#N)c(=O)[nH]c1=O,13,1
CC(C)NCCCOc1ccc(C(C)(C)c2ccccc2)cc1,-9,8
OC(c1ccc(F)cc1)c1nc(-c2csc3ccccc23)cs1 (configuration not stated),4,-2
CSc1ccc(C#N)cc1NC(=O)c1ccc(Cl)nc1,-15,-5
O=C(O)CCC1(c2ccccc2)NC(=O)NC1=O (configuration not stated),-1,10
COCCn1nnnc1C(c1ccc(C(F)(F)F)cc1)N1CCOCC1 (configuration not stated),-17,1
Cc1cc(Br)c(NC(=O)COC(=O)CSc2nnc(-c3ccc(Cl)cc3)o2)c(Br)c1,0,3
COc1ccc2cc(C(=O)Nc3ccccc3)sc(=O)c2c1OC,6,12

Continuation:
smiles,TAG inh,TAG inh DAPI viability
COC(=O)c1cccc(-n2sc3ccccc3c2=O)c1,19,0
O=C(CCc1nc2ccccc2c(=O)[nH]1)N1CCN(C/C=C/c2ccccc2)CC1,9,12
CC(OC(=O)CSc1ccc([N+](=O)[O-])cc1)C(=O)NCc1ccccc1 (configuration not stated),7,5
CC(C)c1ccccc1OCC(=O)Nc1ccccc1C(=O)N1CCOCC1,-5,-1
CC(=O)Nc1ccc(NC(=O)/C(=C/c2ccco2)NC(=O)c2ccccc2)cc1,-19,1
COc1ccc(CC(=O)c2ccc(OC)c(OC)c2)cc1,-6,2
COc1ccc(C)cc1NC(=O)CSc1nc(SC)ns1,-7,-2
COC(C[C@H]1O[C@H]1C(=O)COCc1ccccc1)OC,2,3
O=C(COC(=O)c1ccccc1Cl)NCc1ccco1,5,-5
O=C(c1cc(=O)[nH]c2ccccc12)N1CCN(S(=O)(=O)c2ccc3ccccc3c2)CC1,6,0
CC(=O)Nc1ccc(NC(=O)[C@@H]2CCCC[C@@H]2C(=O)O)cc1,-14,1
Cc1ccc(S(=O)(=O)NCC(=O)N2CCN(S(=O)(=O)c3ccc(Cl)cc3)CC2)cc1C,15,4
CCOc1ccc(NC(=O)CN2CCN(C(=O)c3ccco3)CC2)cc1S(=O)(=O)N1CCCC1,11,-2
N/C(=N\OC(=O)CCCN1C(=O)c2ccccc2C1=O)c1ccc(Cl)cc1,-7,6
Cc1ccc([N+](=O)[O-])cc1NC(=O)CN1CCC(C)CC1,-5,-1
CCC(=O)N1CCC1(C)C(=O)Nc1ccc(OC(F)F)cc1 (configuration not stated),1,10
CCc1ccccc1-n1c(SCC(=O)NC)nnc1-c1ccco1,-5,-2
CCOC(=O)c1[nH]c(C)c(C(=O)Nc2ccc(Cl)cc2)c1C,-10,-1
O=C(CCCOc1ccc(Cl)cc1Cl)N/N=C/c1ccco1,0,5
COc1ccccc1NC(=O)COC(=O)C12CC3CC(CC(Br)(C3)C1)C2,-14,-7
Cc1cccc(C)c1NC(=O)CN(C)C(=O)c1cc(S(=O)(=O)N2CCOCC2)ccc1N1CCCC1,2,-4
COc1ccccc1C1CC(c2cccs2)=Nc2ccccc2S1 (configuration not stated),-32,8
CCOC(=O)N1CCC(NC(=O)c2cn(-c3ccc(OC)cc3)c(=O)c3ccccc23)CC1,41,-27
CCN(CC)CCNC(=O)c1ccc(NC(=O)Cc2ccccc2F)cc1,12,-5
COC1OC(COCc2ccccc2)C(N)C(OCc2ccccc2)C1OCc1ccccc1 (configuration not stated),-27,0

The list continues.
smiles,TAG inh,TAG inh DAPI viability
COc1cc(-c2nc(CN3CCN(C(=O)c4ccco4)CC3)c(C)o2)ccc1F,7,-4
Cc1ccc(Cn2nnnc2CN2CCC(O)(c3cccnc3)CC2)cc1,-12,-4
COc1cc(C(c2c(C)n(C)n(-c3ccccc3)c2=O)c2c(C)n(C)n(-c3ccccc3)c2=O)cc(Br)c1O,5,-5
O=C(N/N=C/c1cccc(Br)c1)c1ccc(Br)cc1,-24,15
S=c1[nH]ccn1-c1cccc(Cl)c1,-2,-7
O=C(C[C@@H]1C[C@H]2c3cc(NC(=O)C4CCC4)ccc3O[C@H]2[C@@H](CO)O1)NCc1ccc(-c2ccccc2)cc1,4,-3
CCOc1ccc(NC(=O)CNC(=O)c2ccc(OC)c(OC)c2)cc1,5,6
CCC[C@@H]1C[C@@H](C(=O)NC(C(C)Cl)[C@H]2O[C@H](SC)[C@H](O)[C@@H](O)[C@H]2O)N(C)C1 (some centres not stated),9,-4
CCCNC(=O)c1ccccc1NC(=O)CN(c1ccccc1OCC)S(C)(=O)=O,8,-11
COc1cccc(-c2nc(CC(=O)O)cs2)c1OC,6,-4
CC(C(=O)NC(C)(C)C)N(Cc1cccs1)C(=O)CCN1CCc2ccccc21 (configuration not stated),1,-4
COc1ccccc1C=NN=Cc1ccccc1OC,-1,9
CCN(CC)S(=O)(=O)c1cccc(-c2nnc(SCC(=O)NCCC3=CCCCC3)n2N)c1,8,3
Cc1cc(C)cc(C(=O)NC(CC(N)=O)c2ccc(NC3CCCCCCC3)c([N+](=O)[O-])c2)c1 (configuration not stated),-26,3
CCC(C)[C@H]1CNC(=O)C(=O)N1CCCc1cc(OC)c(OC)c(OC)c1 (some centres not stated),1,-8
CC(C)NC[C@H](O)c1ccc(O)c(O)c1,-2,-1
COc1ccc(OCC(=O)OCC(=O)NC2CC2)cc1,-10,4
COC(=O)[C@]1(C)N[C@H](CN(C)C(=O)c2ccc(F)cc2)[C@@H]2C(=O)N(Cc3ccccc3)C(=O)[C@@H]21,-18,1
CC1CCCCC1NC(=O)CN1c2cccc3cccc(c23)S1(=O)=O (configuration not stated),-15,11
O=C1CC(c2ccccc2)NC(=S)N1 (configuration not stated),3,10
O=C(CN1C(=O)C2CC=CCC2C1=O)N1CCN(S(=O)(=O)c2ccccc2)CC1 (configuration not stated),-9,3
COc1ccc(S(=O)(=O)N(C)c2ccc(C(=O)N3CCCC3)cc2)cc1,6,-4
COc1ccccc1-n1c(SCC(=O)Nc2ccc(Br)cc2)nc(O)cc1=O,3,7
N#CC(C#N)=C1C(=O)N(CCN2CCCCC2)c2ccccc21,32,-28
Cc1cccn2c(CN[C@@H]3CCCC[C@H]3c3ccccc3)c(C(=O)N3CCOCC3)nc12,7,-3

Copied from the list:
`CC(C(=O)NC(C)(C)C)N(Cc1cccs1)C(=O)CCN1CCc2ccccc21` (configuration not stated) in TAG inh shows 1
`CCN(CC)S(=O)(=O)c1cccc(-c2nnc(SCC(=O)NCCC3=CCCCC3)n2N)c1` in TAG inh shows 8
`O=C(N/N=C/c1cccc(Br)c1)c1ccc(Br)cc1` in TAG inh DAPI viability shows 15
`COC(=O)[C@]1(C)N[C@H](CN(C)C(=O)c2ccc(F)cc2)[C@@H]2C(=O)N(Cc3ccccc3)C(=O)[C@@H]21` in TAG inh shows -18
`O=C(C[C@@H]1C[C@H]2c3cc(NC(=O)C4CCC4)ccc3O[C@H]2[C@@H](CO)O1)NCc1ccc(-c2ccccc2)cc1` in TAG inh DAPI viability shows -3

Carrying on:
smiles,TAG inh,TAG inh DAPI viability
Cc1ccc(OCC(=O)c2cc(C)n(-c3cc(C)on3)c2C)c([N+](=O)[O-])n1,-8,11
CC(C)C1C(=O)N(Cc2cn(CC3CCCCC3)nn2)CCS(=O)(=O)N1Cc1ccc(-c2ccncc2)cc1 (configuration not stated),5,-2
COc1ccc(C(=O)NCCN(C)C)c2nc3ccccc3cc12,109,-81
Cc1ccc(CN2C(=O)[C@@H]3Cc4c([nH]c5ccccc45)C(C)(C)N3C2=O)cc1,14,7
O=C(O)C1C2C=CC(O2)C1C(=O)NCc1ccc(Cl)cc1 (configuration not stated),-2,3
CCc1nc2ccc(C(=O)NCc3ccco3)cc2nc1CC,18,-18
Cc1cc(=O)[nH]c(N/N=C/c2ccc(N(C)C)cc2)n1,0,-3
Cn1c(=O)c2c(ncn2CC(=O)N2CCN(S(=O)(=O)c3ccc(F)cc3)CC2)n(C)c1=O,-6,3
Cc1nc2ccccn2c1C(=O)/C=C/c1cccc([N+](=O)[O-])c1,34,-47
CCOC(=O)C1CCN(S(=O)(=O)CCNC(=O)c2ccc(F)cc2)CC1,-10,-4
CN(CC(=O)Nc1ccccc1C(F)(F)F)CC(=O)N1CCCCCC1,1,1
C=Cc1ccc(C(=O)NC2CCCN(Cc3ccccc3F)C2)cc1 (configuration not stated),5,-4
COc1ccc(-c2cc(C(=O)c3c(N)n(C)c(=O)n(C)c3=O)c3ccccc3n2)cc1OC,6,-5
COc1ccc(NC(=O)NNC(=O)COc2ccc3cc(Br)ccc3c2)cc1OC,-14,-4
CC(=O)Nc1ccc(NC(=O)c2cccc(S(=O)(=O)N(C)C3CCCCC3)c2)cc1,-5,8
c1ccc(CNc2ncnc3ccccc23)cc1,-36,14
c1ccc(-c2nccc(-c3ccc(-n4cnc5ccccc54)cc3)n2)cc1,10,7
O=C(NC1CCCC1)C(c1cccnc1)N(C(=O)c1csnn1)C1CC1 (configuration not stated),2,-3
CCSc1nc(-c2ccccc2)nc2c1CCCC2,-7,6
O=S(=O)(c1ccc2nnn(O)c2c1)N1CCOCC1,-7,3
CCS(=O)(=O)N1CCc2cc(OC)c(OC)cc2C1,-2,-3
Cc1cc(C)c(S(=O)(=O)c2ccccc2C)c(N(C)C)n1,-14,13
Cc1ccc(S(C)(=O)=O)cc1C(=O)OCC(=O)N(Cc1ccccc1)Cc1ccccc1,-11,-2
CC(=O)N(C)c1ccc(C=C2C=Cc3ccccc32)cc1,-1,6
O=C(NNS(=O)(=O)c1ccccc1[N+](=O)[O-])c1ccccc1Cl,-13,-1

Some of these compounds in order of SMILES length, rising:
smiles,TAG inh,TAG inh DAPI viability
c1ccc(CNc2ncnc3ccccc23)cc1,-36,14
CC(=O)N(C)c1ccc(C=C2C=Cc3ccccc32)cc1,-1,6
Cc1cc(C)c(S(=O)(=O)c2ccccc2C)c(N(C)C)n1,-14,13
CC(=O)Nc1ccc(NC(=O)c2cccc(S(=O)(=O)N(C)C3CCCCC3)c2)cc1,-5,8
Cc1ccc(CN2C(=O)[C@@H]3Cc4c([nH]c5ccccc45)C(C)(C)N3C2=O)cc1,14,7

The list continues:
smiles,TAG inh,TAG inh DAPI viability
CN(C)c1cc(NC(=O)CNC(C)(C)C)c2ccccc2n1,3,2
CCOc1cc(/C=C2\C(=O)ON=C2C)ccc1OCc1ccccc1,-14,-6
c1ccc(CCn2cnc3ccccc32)cc1,0,-9
Cc1cc(C)c2c3c(oc2n1)C(=O)N(c1cccc(Cl)c1)CC(=O)N3,8,-4
Cc1cc(C)n(-c2nc3c(c(=O)n(C)c(=O)n3C)n2Cc2cccc(Br)c2)n1,-11,1
Cc1ccc(/C=C(\NC(=O)c2ccccc2)C(=O)NCC2CCCO2)o1 (configuration not stated),1,-12
N#Cc1cccnc1N1CCN(C(=O)c2ccc3c(c2)S(=O)(=O)c2ccccc2C3=O)CC1,0,-4
Cc1ccc(-c2nc(N)n(C(=O)c3cccs3)n2)cc1,4,3
O=C(Cn1c(-c2ccccc2)c[n+]2ccsc12)c1ccccc1,-4,7
CCN(CC)C(=O)Cn1cc(S(=O)(=O)CC(=O)Nc2ccc3c(c2)OCCO3)c2ccccc21,16,-2
CCN1C(=O)N[C@@H](c2cccc(C(F)(F)F)c2)[C@@H](C(=O)OC)[C@H]1C,-4,-4
O=C(NCCC(F)(F)F)c1cccc2c(-c3ccc(F)c(F)c3)coc12,-14,7
COc1ccc(CN2CCN(c3ccccn3)CC2)c(OC)c1,-15,15
Cc1ccc(S(=O)(=O)N2[C@@H](c3ccc(Cl)cc3)C(C(=O)O)=CC[C@H]2c2ccc(Cl)c(Cl)c2)cc1,10,-5
O=C(Nc1ccccc1Cl)c1cccc(NC(=O)c2cccs2)c1,34,-5
CC1(C)Cc2c(C#N)c(NCCO)nc(-c3ccco3)c2CO1,5,5
O=C(NNS(=O)(=O)c1ccc(F)cc1)c1ccccc1O,2,-4
O=C(NC1CCCCC1)c1ccc2c(=O)n(CC3CCCO3)c(=O)[nH]c2c1 (configuration not stated),17,-20

Source: PubChem (Sanford-Burnham Center for Chemical Genomics)
